Screening results as filed in PubChem.
AMA1 RON2 block: qHTS for Inhibitors of AMA1-RON; Towards Development of Antimalarial Drug Lead: Primary Screen. AlphaScreen AMA1-biotinylated RON2 peptide binding. Plasmodium falciparum AMA1 (3D7) - RON2 peptide interaction. AID 720542, 2013. 0.2% of 360,000 active. Potency, µM (titrated, usually from 58.2 µM), for the others: at the top dose activity change, negative = inhibition, actives largely listed as inhibitors;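 also: potency is read from the fitted curve at half-maximal effect; 0% = vehicle wells and -100% = peptide control; nearly all actives have a fitted effect of over 45% in size; some results filed as inactive show a strong effect at the top dose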
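AMA1 (3D7) with his tag at 25 nM final met compounds first, then biotinylated RON2 peptide at 25 nM; detection used donor plus acceptor beads, 10 µg/mL apiece, read by AlphaScreen after 30 min at room temperature.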
AmpC no deterg: qHTS Inhibitors of AmpC Beta-Lactamase (assay without detergent) | AmpC nitrocefin hydrolysis, absorbance 480 nm, 0.0001% Triton | Potency, µM (titrated, usually from 57.1 µM), inactives show top-dose activity change, negative = inhibition, usual class: inhibitors | 0.52% of 330,000 active | AID 485341, 2010;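 also: potency is read from the fitted curve at half-maximal effect; plate controls were no compound for no effect and no enzyme for full effect; nearly all actives have a fitted effect of over 20% in size; some results filed as inactive show a strong effect at the top dose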
Target sequence (P00811 whole entry, looked up): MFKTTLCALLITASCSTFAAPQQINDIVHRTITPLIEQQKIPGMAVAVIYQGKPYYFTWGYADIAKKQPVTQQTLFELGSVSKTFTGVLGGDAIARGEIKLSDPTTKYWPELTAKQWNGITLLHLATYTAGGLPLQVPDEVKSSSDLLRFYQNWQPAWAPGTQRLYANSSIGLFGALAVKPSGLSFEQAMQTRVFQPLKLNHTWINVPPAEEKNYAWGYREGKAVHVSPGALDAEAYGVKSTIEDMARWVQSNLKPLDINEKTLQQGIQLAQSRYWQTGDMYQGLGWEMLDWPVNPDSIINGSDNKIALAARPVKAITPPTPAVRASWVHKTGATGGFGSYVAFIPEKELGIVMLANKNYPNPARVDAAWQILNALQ
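AmpC (5.3 nM in the dispensed reagent) in 20 mM phosphate pH 7.0 with 0.01% (detergent screen) or 0.0001% Triton X-100 was preincubated with compounds for 15 min at room temperature. Nitrocefin was then added from an 800 uM solution, and hydrolysis was followed at 480 nm.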
AmpC detergent: qHTS Inhibitors of AmpC Beta-Lactamase (assay with detergent). P00811. AmpC hydrolysis of nitrocefin, absorbance 480 nm, 0.01% Triton. Potency, µM (doses to about 114 µM), inactives show top-dose activity change, negative = inhibition, most hits filed as inhibitors. 0.041% of 370,000 active. AID 485294, 2010;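 also: potency is read from the fitted curve at half-maximal effect; 0% = no-compound wells and -100% = no-enzyme wells; nearly all actives have a fitted effect of over 25% in size; some results filed as inactive show a strong effect at the top dose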
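AmpC (5.3 nM in the dispensed reagent) in 20 mM phosphate pH 7.0 with 0.01% (detergent screen) or 0.0001% Triton X-100 was preincubated with compounds for 15 min at room temperature. Nitrocefin was then added from an 800 uM solution, and hydrolysis was followed at 480 nm.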
CHX counter: Cycloheximide Counterscreen for Small Molecule Inhibitors of Shiga Toxin. cell reporter, cycloheximide protein synthesis inhibition counterscreen. AID 2314, 2010. max response, %. 12% of 300,000 active; in the data active = max response mostly above about 13%, no sharp cut-off; inactive = mostly below about 14%; also: read at 38.3 µM for the half of the compounds with a filed dose; 0% is about no effect
Giardia FBPA inh: qHTS Assay for Inhibitors of Fructose-1,6-bisphosphate Aldolase from Giardia Lamblia | A8B2U2 | purified Giardia FBPA | Potency, µM (titrated, usually from 59.6 µM), for the others: at the highest dose activity, negative = inhibition, hits mostly inhibitors | 0.71% of 290,000 active | AID 2451, 2010; also: potency is read from the fitted curve at half-maximal effect; % is scaled to controls: 0 for no effect and ±100 for the full control effect; nearly all actives have a fitted effect of over 55% in size
Target sequence (A8B2U2 whole entry, looked up): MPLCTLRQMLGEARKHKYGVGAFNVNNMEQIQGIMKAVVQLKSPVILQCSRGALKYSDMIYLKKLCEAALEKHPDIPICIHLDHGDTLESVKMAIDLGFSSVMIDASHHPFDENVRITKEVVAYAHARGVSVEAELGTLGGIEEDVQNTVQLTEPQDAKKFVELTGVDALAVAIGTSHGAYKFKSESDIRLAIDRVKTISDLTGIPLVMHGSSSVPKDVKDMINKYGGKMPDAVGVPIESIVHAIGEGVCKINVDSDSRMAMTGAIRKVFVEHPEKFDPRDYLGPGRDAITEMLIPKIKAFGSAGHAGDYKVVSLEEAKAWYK
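Giardia FBPA (40 nM reagent) was preincubated 10 min at RT with compound (up to 57.5 uM final), then substrate plus GAPDH/TPI/NAD/arsenate coupling system with diaphorase/resazurin was added; resorufin fluorescence (525/598 nm) was read after 20 min.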
Shiga inhibitor: A qHTS for Small Molecule Inhibitors of Shiga Toxin; Vero cells, Shiga toxin protein synthesis inhibition reporter; inhibition, % at 38.7 µM; 9.2% of 290,000 active; AID 2315, 2010; in the data active = inhibition mostly above about 28%, no sharp cut-off; inactive = mostly below about 43%; also: 0% is about no effect
HCMV antiviral: qHTS Assay for inhibitors of the human cytomegalovirus (HCMV). HFF cells, HCMV-luciferase reporter, 72 h; hits give low values. activity change, negative = inhibition, % at 57.5 µM. AID 1259415, 2018. 4.5% of 410,000 active; in the data active = activity change below about -60%; inconclusive = no clear call, values can overlap the other calls; inactive = above about -39%; also: % is scaled to controls: 0 for no effect and ±100 for the full control effect
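Inhibition of viral replication was scored as loss of reporter luminescence in HFFs infected with HCMV-luciferase (MOI 1 PFU/cell) for 72 h; compounds tested at 2 doses, normalized to buffer and Salinomycin controls.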
Active calls of the source: *; ? = inconclusive; · = not tested or not shown; & = joins results of further samples; [ ] = another dose, or the depositor's remark. Unless noted, calls follow the shape of the dose curve; as a rule, active = well fitted curve in the direction sought with a large enough effect; inconclusive = small, poorly fitted or top-dose-only effect, or another doubt; inactive = no such curve, though single readings can be large; an effect the other way counts as inactive or inconclusive.

Start of the data: the first three records, ahead of the listing:
Assay codes – A = AMA1 RON2 block; B = AmpC no deterg; C = AmpC detergent; D = CHX counter; E = Giardia FBPA inh; F = Shiga inhibitor; G = HCMV antiviral
CC(=O)c1nnn(-c2nc(N3CCCC3)nc(N(c3ccccc3)c3ccccc3)n2)c1C
  A: -4% | B: -34% | C: -10% | D: -2 | E: 5% | F: 1 | G: 14
Cc1noc(C)c1S(=O)(=O)N1CCC(C(=O)Nc2ccc(OC(F)(F)F)cc2)CC1
  A: -14% | B: -10% | C: 5% | D: -3 | E: 3% | F: 2 | G: ?
CCOc1ccc(-c2nnc(N(CC)C(=O)C3CCC3)s2)cc1
  A: -6% | B: 141%[activator] | C: ? | D: 28* | E: -5% | F: 53* | G: 3

This part in full (from the top)
Assay codes – A = AMA1 RON2 block; B = AmpC no deterg; C = AmpC detergent; D = CHX counter; E = Giardia FBPA inh; F = Shiga inhibitor; G = HCMV antiviral
CC(=O)c1nnn(-c2nc(N3CCCC3)nc(N(c3ccccc3)c3ccccc3)n2)c1C
  A: -4% | B: -34% | C: -10% | D: -2 | E: 5% | F: 1 | G: 14
Cc1noc(C)c1S(=O)(=O)N1CCC(C(=O)Nc2ccc(OC(F)(F)F)cc2)CC1
  A: -14% | B: -10% | C: 5% | D: -3 | E: 3% | F: 2 | G: ?
CCOc1ccc(-c2nnc(N(CC)C(=O)C3CCC3)s2)cc1
  A: -6% | B: 141%[activator] | C: ? | D: 28* | E: -5% | F: 53* | G: 3
NS(=O)(=O)c1ccc(NC(=O)CSc2nnc(NC3CC3)s2)cc1
  A: -1% | B: -17% | C: -16% | D: · | E: · | F: · | G: -27
CCCCc1ccc(/C(C)=N/NC(=O)C2CCCC2)cc1
  A: 16% | B: -22% | C: ? | D: 8 | E: -4% | F: -3 | G: -27
O=C(Nc1cccnc1Cl)c1cc2ccccc2o1
  A: 0% | B: -3% | C: -6% | D: 38* | E: 9% | F: 66* | G: 38
COC(=O)C1=C(C)N(Cc2ccccc2)C(=O)N[C@H]1c1ccc(Br)cc1
  A: 17% | B: -17% | C: 0% | D: -5 | E: 3%[12.9 µM] | F: 11 | G: 16
CC(Sc1nnnn1-c1ccc(Cl)cc1)C(=O)NCC(=O)Nc1ccc(F)c(F)c1F (stereo unspecified)
  A: 8% | B: 29% | C: 0% | D: 11 | E: 3% | F: 12 | G: -16
CC(C)Oc1ccc(CNC(=O)Cn2c(=O)c3cccn3c3cccnc32)cc1
  A: 5% | B: -8% | C: 4% | D: -2 | E: · | F: -2 | G: 46
Cn1c(-c2ccc(=O)[nH]c2)nc2ccccc21
  A: -1% | B: 0% | C: -7% | D: 15 | E: ? | F: 12 | G: -20
COc1cccc(NC(=O)c2csc3c2CCCC3)c1
  A: -12% | B: -34% | C: 4% | D: 40* | E: -26% | F: 104* | G: -4
S=C(NC1CCCCC1)c1ccc2c(c1)OCO2
  A: -3% | B: -32% | C: -12% | D: 22* | E: 3% | F: 66* | G: -5
Cc1cc(F)c(F)cc1C(=O)N1CCCC1
  A: -1% | B: 14% | C: 3% | D: -1 | E: -1% | F: 3 | G: -3
FC(F)(F)c1cccc(Cc2noc(CN3CCCC(CN4CCCC4)C3)n2)c1 (stereo unspecified)
  A: 6% | B: 79%[activator] | C: 0% | D: -5 | E: -8% | F: -4 | G: -21
Cc1noc(C)c1S(=O)(=O)N1CCCC(C(=O)N2CCN(C3CCCCC3)CC2)C1 (stereo unspecified)
  A: 15% | B: 57% | C: -15% | D: 4 | E: -11% | F: -4 | G: 12
O=C(Nc1ccc(N2CCCCC2)cc1)c1cccnc1Cl
  A: -9% | B: 3% | C: 0% | D: 33* | E: -9% | F: 72* | G: 60
Cc1ccc(CN2CCC(n3nccc3NC(=O)c3ccc4c(c3)OCO4)CC2)o1
  A: ? | B: -4% | C: -18% | D: -2 | E: 4% | F: -8 | G: -7
O=C(CC(NC(=O)C(F)(F)F)c1ccccc1)Nc1nnc(CCc2ccccc2)s1 (stereo unspecified)
  A: 7% | B: -9% | C: -6% | D: 2 | E: 1% | F: 9 | G: -65*
COc1ccc(CNC(=O)NC(C)(C)c2cccc(C(C)(C)NC(=O)NCc3ccc(OC)cc3)c2)cc1
  A: 0% | B: -12% | C: 1% | D: -2 | E: 0% | F: -12 | G: -22
COc1ccc(CN2CCNC(=O)C2CC(=O)NCc2cccc(C)n2)c(OC)c1 (stereo unspecified)
  A: 19% | B: 63%[activator] | C: 7% | D: -1 | E: -5% | F: 31 | G: 0
CCOc1ccc(N(CC(=O)NC2CCCC2)C(=O)CCC(=O)Nc2ccccn2)cc1
  A: 7% | B: 1% | C: ? | D: -4 | E: 1% | F: -9 | G: -8
O=c1cc(-c2cccs2)oc2ccc(Cl)cc12
  A: -3% | B: -20% | C: -5% | D: 37* | E: 8% | F: 59* | G: 65
Cc1ccc(NC(=O)COC(=O)Cn2cnc3c2c(=O)n(C)c(=O)n3C)cc1Cl
  A: -5% | B: 37% | C: -9% | D: -2 | E: 1% | F: -3 | G: -34
O=C(NCc1ccccc1)c1cc(-c2ccco2)on1
  A: -3% | B: -26% | C: -6% | D: 34* | E: -1% | F: 65* | G: 15
COc1ccc2sc(N(CCN(C)C)C(=O)c3ccc4ccccc4c3)nc2c1
  A: 9% | B: 2% | C: 0% | D: 21* | E: -27% | F: 21 | G: 10
COc1ccc(CNC(=O)CSc2nc(-c3ccccc3)cc(-c3cccs3)c2C#N)cc1
  A: -2% | B: -13% | C: ? | D: -2 | E: 0% | F: -12 | G: -4
CC(C)(C)C(=O)N1CCN(c2c(Cl)cccc2[N+](=O)[O-])CC1
  A: -18% | B: -7% | C: 2% | D: -2 | E: 0% | F: 13 | G: 11
CSc1ccccc1NC(=O)c1cnc2scc(C)n2c1=O
  A: 12% | B: 36% | C: ? | D: 25* | E: -2% | F: 28* | G: 47
CCCCn1c(SCC(=O)N2CCCCC2C)nc2cc(S(N)(=O)=O)ccc21 (stereo unspecified)
  A: 5% | B: -6% | C: ? | D: 1 | E: -2% | F: -22 | G: 15
CCOC(=O)CSc1nc2ccccc2n1CC(=O)N(C(C)C)C(C)C
  A: 13% | B: 2% | C: -6% | D: -4 | E: 4% | F: -12 | G: 29
Cc1cc(OCC(=O)NC2CC(C)(C)NC(C)(C)C2)c2c(C)c(C)c(=O)oc2c1
  A: 12% | B: -20% | C: -11% | D: 1 | E: -10% | F: -7 | G: 15
CCOC(=O)c1ccc(NC(=O)C(C)N2C(=O)c3ccccc3C2=O)cc1 (stereo unspecified)
  A: 2% | B: -13% | C: ? | D: -1 | E: 0% | F: 49 | G: -29
CCCCOc1ccc(/C=N/NC(=O)C2CCCNC2=O)cc1 (stereo unspecified)
  A: 32%[activator] | B: 9% | C: -4% | D: 10 | E: 2% | F: 27 | G: -7
Cc1ccccc1N(CC(=O)NCC1CCCO1)C(=O)C1(C)CC(=O)N=C2C=CC=CN21 (stereo unspecified)
  A: 0% | B: -8% | C: -6% | D: -3 | E: -1% | F: -4 | G: ·
COc1ccc(OC)c(S(=O)(=O)N(C)CC(=O)N2CCCCC2)c1
  A: -5% | B: -19% | C: -7% | D: 0 | E: 0% | F: -4 | G: 50
CCN(CC)C(=O)CSc1ncnc2c1nnn2-c1ccc(OC)cc1
  A: 5% | B: -6% | C: 1% | D: 7 | E: 6% | F: 14 | G: ·
CN(Cc1ccco1)c1ncnc2ccc(-c3ccoc3)cc12
  A: · | B: 4%&-11% | C: -2%&7% | D: · | E: -10% | F: · | G: -5
COc1ccc(OC)c(N2C(=O)CC(C(C)c3ccccc3)C2=O)c1 (stereo unspecified)
  A: -5% | B: 7% | C: ? | D: -3 | E: 3% | F: -2 | G: -4
O=C(COc1ccccc1C(=O)Nc1ccccc1)NCCc1ccccc1
  A: 17% | B: -35% | C: 9% | D: 9 | E: -10% | F: 16 | G: -36
CC(C)(C)NC(=O)c1cc([N+](=O)[O-])ccc1N1CCCCC1
  A: 0% | B: -13% | C: 0% | D: -2 | E: 5% | F: -11 | G: -6
CCOc1ccc(NC(=O)C2C3C=CC4(CN(C(C(=O)OC)C(C)C)C(=O)C24)O3)cc1 (stereo unspecified)
  A: -8% | B: -6% | C: ? | D: -5 | E: 6% | F: -19 | G: 26
O=c1cc(O)c2c(=O)n(Cc3ccccc3)c3ccccc3c2o1
  A: -8% | B: -6% | C: 4% | D: 1 | E: -4% | F: -20 | G: ?
COc1ccc([C@H]2CC(=O)C=C(c3ccc(Cl)c(C(F)(F)F)c3)C2)cc1OC
  A: 18% | B: 125%[activator] | C: -5% | D: · | E: · | F: · | G: 9
COC(=O)Cn1cc(/C=C2\C(=O)NC(=O)N(c3ccc(OC)cc3)C2=O)c2ccccc21
  A: 32%[activator] | B: -10% | C: -4% | D: -1 | E: 8% | F: -4 | G: 14
COc1ccccc1CNC(=O)c1ccc(-c2ccccc2Cl)o1
  A: 0% | B: -14% | C: ? | D: 23 | E: -1% | F: 33 | G: ?
O=C1CN(S(=O)(=O)c2ccccc2)CC(=O)N1CCc1ccccc1
  A: -2% | B: -21% | C: -14% | D: -2 | E: 4% | F: -13 | G: -24
O=C(NC(=S)NC1CCCCC1)c1ccc(Cl)cc1
  A: 53%[activator] | B: 41%[activator] | C: 4% | D: -2 | E: · | F: -12 | G: 35
Cc1ccc(-c2noc(CCC(=O)N3CCCc4ccccc43)n2)cc1
  A: 22% | B: 60% | C: -19% | D: 12 | E: 3% | F: 26 | G: -36
CCN(CC)S(=O)(=O)c1cccc(-c2nnc(-c3ccc(C)cc3)o2)c1
  A: 1% | B: -13% | C: -3% | D: 3 | E: 1% | F: -7 | G: -23
CC(Sc1nc(-c2ccccc2)cc(C(F)(F)F)n1)C(=O)Nc1sc2c(c1C#N)CCC2 (stereo unspecified)
  A: -16% | B: ? | C: ? | D: -4 | E: -1% | F: -12 | G: -5
O=C1NC(Cc2ccccc2)c2nc3ccccc3c(=O)n2-c2cc(Cl)ccc21 (stereo unspecified)
  A: · | B: -47% | C: 8% | D: · | E: · | F: · | G: -22
O=C(CSc1nc2ccccc2o1)NC1CCS(=O)(=O)C1 (stereo unspecified)
  A: -5% | B: -18% | C: · | D: · | E: · | F: · | G: 17
O=C1CCc2cc(S(=O)(=O)Nc3ccc(F)cc3)ccc2N1
  A: 12% | B: -21% | C: 0% | D: · | E: · | F: · | G: -14
